Compound activity: PubChem, National Center for Advancing Translational Sciences (NCATS)
HEK293 tox: cytotoxicity in counter-screen for GLP-1R inverse agonists; HEK293 cAMP-luciferase reporter cells, luminescence, 24 h; Potency, µM (top dose mostly 38.3 µM), for the others: at the top dose activity change, negative = inhibition, usual class: inhibitors; 410,000 tested, 0.13% active;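 also: loss of luciferase light is scored as toxicity; potency is read from the fitted curve at half-maximal effect; % is scaled to controls: 0 for no effect and ±100 for the full control effect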
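Step one: seed cells (200 cells/uL, DMEM with 10% Nu serum, 1% pen-strep). Step two: 12-hour incubation at 37 deg C. Step three: pin 23 nL compound, incubate 24 hr. Step four: add luciferase reagent, read luminescence 12 min later.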
IL1B secr inh: blocks inflammasome-driven IL-1 beta release | THP-1 LPS/ATP IL-1B secretion, AlphaLISA, 16 h; stronger effect = lower value | activity change, % at 57.5 µM | 360,000 tested, 4.7% active | AID 743279; in the data active = activity change below about -50%; inconclusive = mostly about -30% to -49%; also: % is scaled to controls: 0 for no effect and ±100 for the full control effect
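THP-1 cells pretreated 1 hr with compounds (up to 57.5 uM final), then stimulated with LPS (250 ng/mL final) plus ATP (1.25 mM final); secreted IL-1B measured by AlphaLISA after 16 hr, decreased signal indicating inhibition.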
MCF10A rerep: DNA re-replication induction in MCF 10a cells; Potency, µM (doses to about 46.1 µM), for inactives: at the highest dose activity, positive = re-replication, actives largely listed as activators; AID 624296; 350,000 tested, 2.9% active; MCF 10A DNA re-replication, Hoechst nuclear intensity, 48 h; also: potency is read from the fitted curve at half-maximal effect; % of control where 0% means no effect; nearly all actives have a fitted effect of over 50% in size
D3 ag: activates the human D3 dopamine receptor. P35462. D3R DiscoveRx beta-arrestin cells, luminescence, 90 min. max activation, %. 410,000 tested, 0.58% active. AID 652048; in the data active = max activation above about 30%; also: 0% is about no effect; mostly tested at two doses, the higher about 12 µM
Target sequence (P35462 whole entry, looked up): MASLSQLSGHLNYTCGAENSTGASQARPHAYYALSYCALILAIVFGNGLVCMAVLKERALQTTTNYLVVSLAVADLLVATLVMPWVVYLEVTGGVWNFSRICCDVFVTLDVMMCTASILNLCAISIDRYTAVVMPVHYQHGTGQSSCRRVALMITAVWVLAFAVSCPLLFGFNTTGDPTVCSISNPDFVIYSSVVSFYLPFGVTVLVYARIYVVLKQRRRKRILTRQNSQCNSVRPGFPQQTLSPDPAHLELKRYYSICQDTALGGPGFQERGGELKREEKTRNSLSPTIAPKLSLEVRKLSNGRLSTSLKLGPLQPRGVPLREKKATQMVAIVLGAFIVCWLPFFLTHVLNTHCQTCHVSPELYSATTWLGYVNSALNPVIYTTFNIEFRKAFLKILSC
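Agonist-mode cell screen: cells plated at 1500/well and incubated overnight at 37 °C, then exposed to library compounds for 90 min at 37 °C. Detection reagent was added for 30–60 min at room temperature, and luminescence was read.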
HT1080-NT tox: kills 2HG-producing HT-1080-NT fibrosarcoma cells | HT-1080-NT fibrosarcoma viability, CellTiter-Glo ATP luminescence, 48 h | Potency, µM (doses to about 46.1 µM), without a hit: top-dose activity, negative = less viability, actives largely listed as cytotoxic | 360,000 tested, 1.6% active | AID 686970;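 also: NT is the 2HG producing partner of a matched IDH1 knockdown line; potency is read from the fitted curve at half-maximal effect; 0% = DMSO-treated cells and -100% = media-only wells without cells; nearly all actives have a fitted effect of over 55% in size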
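A 48-hour cytotoxicity screen used HT-1080-NT cells plated 2 hours before compound delivery. ATP-based CellTiter-Glo luminescence measured viability, normalized to DMSO and no-cell controls.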
HT1080 IDH1KD tx: HT-1080 IDH1 knockdown cell toxicity (counter line); Potency, µM (top dose mostly 46.1 µM), without a hit: at the top dose activity, negative = toxicity, usual class: cytotoxic; HT-1080 IDH1 knockdown viability, ATP luminescence, 48 h; AID 686971; 360,000 tested, 2% active;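 also: potency is read from the fitted curve at half-maximal effect; 0% = DMSO wells and -100% = cell-free medium wells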
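CellTiter-Glo luminescence after 48 h compound exposure at 37 degrees C of IDH1-knockdown HT-1080 cells in 5% FBS RPMI. %Activity scaled between DMSO wells and cell-free media wells, with curves fitted and assigned curve classes.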
KB-3-1 tox: KB-3-1 parental cell cytotoxicity. KB-3-1 viability, CellTiter-Glo ATP luminescence, 72 h. Potency, µM (doses to about 46.1 µM), for the others: top-dose activity change, negative = cytotoxic, actives largely listed as cytotoxic. 400,000 tested, 1.4% active. AID 1347075; also: potency is read from the fitted curve at half-maximal effect; % is scaled to controls: 0 for no effect and ±100 for the full control effect; nearly all actives have a fitted effect of over 60% in size
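Here the drug-naive KB-3-1 line serves as comparator for MDR sub-line selectivity; cells received compound titrations, 72 h at 37 °C, then CellTiter-Glo readout.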
SW480 rerep: induces DNA re-replication in SW480 colon adenocarcinoma cells. Potency, µM (series often up to 46.1 µM), for the others: at the highest dose re-replication activation, actives largely listed as activators. 340,000 tested, 1.8% active. SW480 DNA re-replication, Hoechst DNA content imaging, 48 h; also: potency is read from the fitted curve at half-maximal effect; % of control where 0% means no effect; nearly all actives have a fitted effect of over 55% in size
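Quantitative HTS format with DMSO vehicle controls; 48 hr drug incubation at 37 C, then 40 min Hoechst staining and scanning imager measurement at 405 nm excitation.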
KB-V1 cytotox: kills drug-selected multidrug resistant KB-V1 cells | KB-V1 MDR cells viability, CellTiter-Glo, 72 h | Potency, µM (top dose mostly 46.1 µM), for the others: at the top dose activity change, negative = cytotoxicity, most hits filed as cytotoxic | 400,000 tested, 3.4% active | AID 1347076; also: potency is read from the fitted curve at half-maximal effect; % is scaled to controls: 0 for no effect and ±100 for the full control effect; nearly all actives have a fitted effect of over 60% in size
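KB-V1, DMEM (no phenol red) + 10% FBS; cpd pin-transferred, titration series; 72 h, 37 degrees C; CellTiter-Glo, luminescence. Data normalized, curve-fit.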
Starred values were filed as active, the others as inactive; ? = inconclusive; · = no result given; [ ] = remark or other dose. Unless noted, calls follow the shape of the dose curve; as a rule, active = well fitted curve in the direction sought with a large enough effect; inconclusive = small, poorly fitted or top-dose-only effect, or another doubt; inactive = no such curve, though single readings can be large; an effect the other way counts as inactive or inconclusive. Compounds were not picked by outcome. About 11% of those tested had a hit in this group.

SMILES	HEK293 tox	IL1B secr inh	MCF10A rerep	D3 ag	HT1080-NT tox	HT1080 IDH1KD tx	KB-3-1 tox	SW480 rerep	KB-V1 cytotox
O=C(NCCOc1ccccc1)c1ccccc1F	4%	-18	·	-1	13%	4%	1%	·	-1%
COc1cccc(NC(=O)CN(C)C(=O)CCNC(=O)c2ccccc2Cl)c1	-19%	15	1%	1	5%	2%	6%	5%	-18%
CN(C(=O)c1cccc(NC(=O)Cc2cccc(NC(=O)C3CCCN(C(=O)CCc4ccccc4)C3)c2)c1)C1CCC1 (stereo unspecified)	-9%	-18	?	9	-12%	-8%	?	-5%[9.22 µM]	16%
COc1ccc(C2C(C#N)=C(N)Oc3cc(N)ccc32)cc1OC (stereo unspecified)	1%	22	18µM*	-3	?	?	16µM*	?	?
CCCCN1C(=O)CC(N2CCOCC2)C1=O (stereo unspecified)	21%	40	-1%	3	13%	20%	-1%	0%	0%
C=C1CCC2[C@](C)(CO)[C@H](O)CC[C@@]2(C)[C@@H]1/C=C/C1=CCOC1=O (stereo partly specified)	0%	29	2%	15	-11%	-2%	0%	-9%	8%
C/C(CC(=O)Nc1cccc(C(F)(F)F)c1)=N\NC(=O)c1cnccn1	4%	-3	4%	2	-28%	-14%	1%	0%	3%
COc1ccc(C(CNC(=O)c2cccc(S(=O)(=O)N3CCCCC3)c2)N2CCCC2)cc1 (stereo unspecified)	2%	?	-1%	-12	-2%	-1%	?	-10%	?
CC1CCN(C(=O)Cn2ncc3c4ccccc4n(C)c3c2=O)CC1	120%[activator]	-2	13%	7	-12%	2%	0%	?	0%
Cc1ccccc1CN1CCNC(=O)C1CC(=O)NC1CCCCCCC1 (stereo unspecified)	-9%	-13	1%	-10	-14%	-15%	9%	-2%	?
CC(=O)c1c(C)[nH]c(C(=O)OCc2ccccc2F)c1C	-5%	-7	-1%	-3	-10%	-15%	-20%	-4%	4.6µM*
CC(C)c1ccc(Oc2cccc(C(=O)/C(C#N)=C/N(C)C)c2)cc1	4%	-3	?	2	-9%	-1%	2%	-1%	-1%

7 entries drawn at random from those above:
SMILES	HEK293 tox	IL1B secr inh	MCF10A rerep	D3 ag	HT1080-NT tox	HT1080 IDH1KD tx	KB-3-1 tox	SW480 rerep	KB-V1 cytotox
CC(C)c1ccc(Oc2cccc(C(=O)/C(C#N)=C/N(C)C)c2)cc1	4%	-3	?	2	-9%	-1%	2%	-1%	-1%
COc1ccc(C(CNC(=O)c2cccc(S(=O)(=O)N3CCCCC3)c2)N2CCCC2)cc1 (stereo unspecified)	2%	?	-1%	-12	-2%	-1%	?	-10%	?
Cc1ccccc1CN1CCNC(=O)C1CC(=O)NC1CCCCCCC1 (stereo unspecified)	-9%	-13	1%	-10	-14%	-15%	9%	-2%	?
CC(=O)c1c(C)[nH]c(C(=O)OCc2ccccc2F)c1C	-5%	-7	-1%	-3	-10%	-15%	-20%	-4%	4.6µM*
CCCCN1C(=O)CC(N2CCOCC2)C1=O (stereo unspecified)	21%	40	-1%	3	13%	20%	-1%	0%	0%
O=C(NCCOc1ccccc1)c1ccccc1F	4%	-18	·	-1	13%	4%	1%	·	-1%
CC1CCN(C(=O)Cn2ncc3c4ccccc4n(C)c3c2=O)CC1	120%[activator]	-2	13%	7	-12%	2%	0%	?	0%

The results go on:
SMILES	HEK293 tox	IL1B secr inh	MCF10A rerep	D3 ag	HT1080-NT tox	HT1080 IDH1KD tx	KB-3-1 tox	SW480 rerep	KB-V1 cytotox
COc1ccc(C2c3ccc4ccccc4c3Oc3ncn4nc(Cc5ccccc5)nc4c32)cc1OC (stereo unspecified)	-24%	18	15%	2	-27%	?	3%	11%	7%
Cc1ccc(C2C3=C(NCCN=C3c3ccccc3)C(=O)N2c2ccccc2)cc1 (stereo unspecified)	?	-63*	2%	2	11µM*	?	2%	?	3%
CCCCC[n+]1ccn(-c2nc3ccccc3nc2[N-]S(=O)(=O)c2ccc(C)cc2)c1	-7%	5	?	2	3%	5%	-3%	?	0%
CC12CCC(C(=O)N(CC(O)CN3CCN(Cc4ccccc4)CC3)C1=O)C2(C)C (stereo unspecified)	-2%	-3	?	-8	20%	14%	?	1%	?
O=[N+]([O-])c1cccc(-c2nnc(-c3ccccc3)o2)c1	-3%	3	?	-12	20%	27%	2%	-4%	-6%
Cn1c(C(=O)N2CCC(C(=O)NCCc3ccc(S(N)(=O)=O)cc3)CC2)cc2sccc21	-21%	·	·	-10	·	·	5%	·	0%
COc1ccc(C2=Nc3ccccc3NC(=O)C2N(C(=O)c2cc3ccccc3[nH]2)c2ccccc2)cc1 (stereo unspecified)	1%	17	·	-4	-16%	-18%	-1%	·	11%
Cc1nc(CC(=O)O)c(-c2ccccc2)s1	-6%	12	?	0	0%	1%	2%	-7%	12%
COCCNC(=O)C1(C)CCCN(Cc2ccc(Cl)nc2)C1 (stereo unspecified)	4%	21	·	3	?	12%	0%	·	5%
CC1Cc2cc(-c3csc(N)n3)ccc2O1 (stereo unspecified)	-9%	-12	-2%	2	1%	2%	-1%	5%	4%
Cc1scc(C(=O)N/N=C/c2ccsc2)c1C	16%	-7	0%	-8	19%	7%	19%	-697%[inhibitor]	?
Nc1nnn(CC(=O)N/N=C/c2cccc3ccccc23)n1	3%	-10	-1%	1	20%	14%	-3%	-6%	-18%
C=CC[n+]1c(-c2ccc(C)cc2)csc1NNC(=O)Nc1ccccc1	?	-79*	?	5	?	?	?	?	15µM*
CNC(=O)C(=O)NCC1OCCN1S(=O)(=O)c1ccc(C)cc1 (stereo unspecified)	6%	0	0%	2	2%	-5%	-13%	-1%	20%
Cc1cccc2c1-c1sc(C(=O)N3CCN(c4ccccc4)CC3)cc1CO2	-1%	·	·	-4	·	·	0%	·	0%
O=C(N/N=C\c1ccncc1)c1ccc(Br)s1	2%	-4	8%	-5	-17%	-22%	16%	-8%	?
CCOC(=O)C1CCN(C(=O)Nc2ccccc2Cl)CC1	3%	-23	2%	-5	-1%	-4%	1%	0%	5%
CCOC(=O)c1ccc(CN(Cc2ccc(OC)cc2)S(=O)(=O)c2cccc(C(F)(F)F)c2)cc1	9%	·	·	-9	·	·	13%	·	9%
CC1(C)Cc2c(sc(/N=C/N3CCOCC3)c2C#N)C(C)(C)N1	1%	-4	0%	1	8%	6%	0%	-1%	-13%
O=C(NCc1ccccc1Br)c1ccc(-n2cnc3cccnc32)cc1	10%	·	·	-12	·	·	3%	·	0%
Cc1[nH]nc2c1C(c1cccs1)C1=C(CC(C)(C)CC1=O)N2 (stereo unspecified)	-1%	44	20%	0	16%	8%	-1%	-1%	0%
CCCN1CNC(=S)N(c2ccccc2OCC)C1	11%	-1	0%	4	11%	6%	0%	-23%	-3%
O=C(Cc1ccc(NS(=O)(=O)c2ccc(F)cc2)cc1)NCc1cccnc1	-4%	-14	-2%	-13	14%	-4%	-8%	-1%	-1%
NC(=O)CC(NC(=O)c1ccccc1)c1ccc(NCCc2cccc(F)c2)c([N+](=O)[O-])c1 (stereo unspecified)	-4%	-11	-5%	4	-2%	-22%	7%	-4%	14%
O=C(CSc1cn(CCNC(=O)c2ccccc2F)c2ccccc12)Nc1ccc(F)cc1	-16%	·	·	6	·	·	-1%	·	-9%
Cc1ccc(C(=O)C(C)OC(=O)CCS(=O)(=O)c2ccc(C)cc2)cc1 (stereo unspecified)	21%	0	-3%	-4	-6%	1%	-4%	2%	-18%
C[C@H](CO)N1C[C@H](C)[C@@H](CN(C)C(=O)NC2CCCCC2)Oc2ccc(NC(=O)C3CCCCC3)cc2C1=O	3%	-4	?	12	3%	8%	13%	?	-4%
CCOC(=O)Cn1c(=O)oc2cc(S(=O)(=O)N(C)c3ccc(OC)cc3)ccc21	2%	-57*	2%	4	-6%	6%	19%	-100%[inhibitor]	4%
CN(CC(=O)Nc1ccc(F)cc1)C(=O)CNC(=O)C1CCCCC1	2%	0	-3%	0	0%	-1%	-20%	-5%	-16%
CN(C)c1ccc(CNC(=O)C2CCN(S(=O)(=O)c3ccc4c(ccn4C)c3)CC2)cc1	-5%	·	·	0	·	·	2%	·	10%
CCc1ccc(S(=O)(=O)c2nnn3c2nc(N2CCOCC2)c2ccccc23)cc1	-1%	?	-2%	6	3%	6%	-6%	-6%	0%
C=CCSC1=N/C(=C\c2cccnc2)C(=O)N1c1ccc(OC)cc1	-4%	12	-70%[inhibitor]	1	6%	0%	25%	2%	?
Cc1cc(C)c(NC(=S)N2CCN(c3ccc([N+](=O)[O-])cn3)CC2)cc1C	1%	-20	-11%	-8	1%	-1%	2%	-8%	-7%
CC(=O)c1c(C)oc2ccc(NS(=O)(=O)c3ccc(C(=O)O)cc3)cc12	1%	-4	0%	15	20%	13%	19%	-14%	13%
Cc1oc2c(cc(NS(=O)(=O)c3ccc(F)cc3)c3ccccc32)c1C(=O)O	11%	3	22%	-12	-22%	-1%	-9%	-10%	-7%
